# Screening results (PubChem BioAssay)
# aSyn rescue = qHTS of alpha-syn Inhibitors. AID 652106, 2013. Yeast expressing alpha-synuclein, growth rescue, BacTiter-Glo, 24 h. 370,000 compounds, 0.14% hits. Potency, µM (series often up to 46.1 µM), for inactives: at the top dose growth rescue (activation), most hits filed as activators; also: potency is read from the fitted curve at half-maximal effect; % of control where 0% means no effect; nearly all actives have a fitted effect of over 65% in size
#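 Rescue of yeast growth: cells expressing toxic alpha-synuclein, induced in galactose at OD600 0.02, incubated with compound 24 h at 30 C. ATP luminescence quantified growth; inhibitors of toxicity appear as activators.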
# FUS suppressor = qHTS for Suppressors of FUS Proteinopathy: Primary screen using FUS-linked yeast assay; AID 1347120, 2019; S. cerevisiae FUS-expressing, growth rescue, OD600, 24 h; 390,000 compounds, 0.24% hits; Potency, µM (series often up to 76.6 µM), for the others: top-dose growth rescue (activation), actives largely listed as activators;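 also: potency is read from the fitted curve at half-maximal effect; plate controls were DMSO vehicle for no effect and reference control for full effect; nearly all actives have a fitted effect of over 55% in size; some results filed as inactive show a strong effect at the top dose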
#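 Yeast FUS proteinopathy model; galactose-induced FUS (2%), starting OD 0.005. Cpds in dilution series, 24hr, 30C, 99% humidity. Abs 600 nm growth. Pos ctrl CP55940 (top 92uM final); neg ctrl DMSO.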
# D3 antag = qHTS of D3 Dopamine Receptor Antagonist: qHTS; D3R cells, DiscoveRx beta-arrestin luminescence, antagonist mode; stronger effect = lower value; max response, negative = inhibition, %; 360,000 compounds, 2.5% hits; AID 652054, 2013; in the data active = max response below about -50%; inconclusive = no clear call, values can overlap the other calls; also: % is scaled to controls: 0 for no effect and ±100 for the full control effect; mostly tested at two doses, the higher about 12 µM
#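 Cells expressing the human receptor were seeded at 1500 cells/well, incubated overnight at 37 degrees C in 5% CO2, then exposed to library compounds with dopamine controls for 90 minutes at 37 degrees C before luminescent detection.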
# Abeta yeast res = qHTS for compounds that reverse cellular toxicity of Amyloid beta (A-beta) peptide in yeast: Primary Screen; 410,000 compounds, 0.063% hits; AID 1347071, 2019; yeast expressing A-beta42, growth rescue, OD600, 48 h; response scale: 0% DMSO, 100% iron-clioquinol control; Potency, µM (top dose mostly 46.1 µM), inactives show at the top dose growth rescue, actives largely listed as activators; also: potency is read from the fitted curve at half-maximal effect; nearly all actives have a fitted effect of over 55% in size
#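 Yeast growth medium received pinned compounds, then yeast cells expressing toxic A-beta were added; plates incubated at 30 C for 48 hr. Growth read as absorbance at 600 nm, normalized to DMSO and equimolar FeCl3 plus clioquinol controls.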
# TDP-43 yeast inh = qHTS of TDP-43 Inhibitors | 410,000 compounds, 1.8% hits | AID 652104, 2013 | TDP-43 expressing yeast growth rescue, BacTiter-Glo, 24 h | Potency, µM (doses to about 46.1 µM), inactives show at the highest dose growth rescue (activation), actives largely listed as activators; also: potency is read from the fitted curve at half-maximal effect; % of control where 0% means no effect; nearly all actives have a fitted effect of over 50% in size
#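 Yeast expressing TDP-43 (pregrown in raffinose, seeded at OD600=0.02 in galactose medium) exposed to compounds 24 hr at 30 deg C. Growth read by BacTiter-Glo luminescence; rescue of toxicity appears as increased signal.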
# EPAC2 ag = qHTS for Agonist of cAMP-regulated guanine nucleotide exchange factor 4 (EPAC2): primary screen | EPAC2 activation, biochemical qHTS; response scale: 100% = 6.5 mM cAMP response | Potency, µM (series often up to 154 µM), for inactives: at the top dose activation, most hits filed as activators | AID 720711, 2013 | 360,000 compounds, 0.079% hits; also: potency is read from the fitted curve at half-maximal effect; nearly all actives have a fitted effect of over 50% in size
# Target sequence (Q8WZA2 whole entry, looked up): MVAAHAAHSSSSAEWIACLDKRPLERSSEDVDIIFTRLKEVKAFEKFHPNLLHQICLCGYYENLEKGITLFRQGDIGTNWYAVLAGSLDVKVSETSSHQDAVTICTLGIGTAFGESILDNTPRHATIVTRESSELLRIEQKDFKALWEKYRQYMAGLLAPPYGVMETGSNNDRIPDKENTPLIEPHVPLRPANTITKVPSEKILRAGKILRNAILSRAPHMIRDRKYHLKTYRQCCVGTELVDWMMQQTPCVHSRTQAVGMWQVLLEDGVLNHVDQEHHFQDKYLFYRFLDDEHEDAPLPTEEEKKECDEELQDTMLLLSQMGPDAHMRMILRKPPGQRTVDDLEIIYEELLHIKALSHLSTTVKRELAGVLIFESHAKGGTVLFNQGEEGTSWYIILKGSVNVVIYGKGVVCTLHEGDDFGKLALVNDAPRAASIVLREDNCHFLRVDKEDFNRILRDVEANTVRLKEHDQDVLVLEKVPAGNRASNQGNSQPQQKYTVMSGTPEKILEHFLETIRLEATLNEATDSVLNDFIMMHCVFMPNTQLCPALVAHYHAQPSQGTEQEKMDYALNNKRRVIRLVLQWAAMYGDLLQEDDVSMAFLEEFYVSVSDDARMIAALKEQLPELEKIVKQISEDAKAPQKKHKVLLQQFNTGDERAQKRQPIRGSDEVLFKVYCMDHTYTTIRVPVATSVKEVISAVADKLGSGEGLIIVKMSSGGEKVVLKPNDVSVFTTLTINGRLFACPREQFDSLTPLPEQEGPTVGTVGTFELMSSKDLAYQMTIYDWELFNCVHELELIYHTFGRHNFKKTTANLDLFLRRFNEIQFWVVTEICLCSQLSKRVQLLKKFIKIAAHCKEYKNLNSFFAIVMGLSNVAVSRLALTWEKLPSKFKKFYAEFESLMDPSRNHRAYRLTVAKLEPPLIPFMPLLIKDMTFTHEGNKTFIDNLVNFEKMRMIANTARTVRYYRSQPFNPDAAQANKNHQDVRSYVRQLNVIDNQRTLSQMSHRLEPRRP
#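 Guanine nucleotide exchange by EPAC2 is measured as reduced fluorescence of BODIPY-GDP once it is released from 250 nM Rap1B. Plates are read kinetically for 30 min at room temperature; results are scaled to 6.5 mM cAMP.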
# D3 ag = qHTS of D3 Dopamine Receptor Agonist: qHTS; D3R DiscoveRx beta-arrestin cells, luminescence, 90 min; 410,000 compounds, 0.58% hits; max activation, %; D(3) dopamine receptor (Homo sapiens), P35462; in the data active = max activation above about 30%; also: 0% is about no effect; mostly tested at two doses, the higher about 12 µM
#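 Cells at 1500/well, incubated overnight, then treated with pinned compounds (dopamine as control) for 90 min at 37 degrees C. DiscoveRx reagent added for 30 - 60 minutes at room temperature; luminescence read.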
# EPAC2 antagonist = qHTS for Antagonist of cAMP-regulated guanine nucleotide exchange factor 2 (EPAC2): primary screen; EPAC2 GEF exchange of Rap1B-BODIPY-GDP, fluorescence; Potency, µM (top dose mostly 114 µM), for inactives: top-dose activity, negative = inhibition, hits mostly inhibitors; Rap guanine nucleotide exchange factor 4 (Homo sapiens), Q8WZA2; 360,000 compounds, 0.18% hits; also: potency is read from the fitted curve at half-maximal effect; % is scaled to controls: 0 for no effect and ±100 for the full control effect; nearly all actives have a fitted effect of over 45% in size; many of its hits are not listed in these tables
# * = called active by the depositor; u = inconclusive; x = no result given; & = joins results of further samples; [ ] = remark or other dose. Unless noted, calls follow the shape of the dose curve; as a rule, active = well fitted curve in the direction sought with a large enough effect; inconclusive = small, poorly fitted or top-dose-only effect, or another doubt; inactive = no such curve, though single readings can be large; an effect the other way counts as inactive or inconclusive. Only part of the results is shown (hit frequency here may not be typical).
SMILES,aSyn rescue,FUS suppressor,D3 antag,Abeta yeast res,TDP-43 yeast inh,EPAC2 ag,D3 ag,EPAC2 antagonist
O=C(CN1C(=O)S/C(=C\c2cccc(Cl)c2)C1=O)NC1C=CS(=O)(=O)C1 (stereo unspecified),0%,0%,12,1%,19%,-1%,1,-7%
COc1ccccc1NC(=O)N1CCCC1,1%,-16%,12,-7%,-3%[0.397 µM],4%,-9,6%
Cc1ccc(S(=O)(=O)NCCCN(C)C)cc1,-12%,-10%,-16,1%,-2%,5%,-7,-3%
O=C(CN1CCN(C(c2ccccc2)c2ccccc2)CC1)N1N=CCC1c1ccccc1 (stereo unspecified),10%,8%,u,4%,9%,2%,-25,-11%
CC(C)NC(=S)N=Nc1c(O)[nH]c2ccc([N+](=O)[O-])cc12,-2%,-11%,-19,-14%,5%,-5%,0,10%
CCCn1c(SCC(=O)Nc2ccc3c(c2)OCO3)nc2c1c(=O)n(C)c(=O)n2C,-6%,23%,-10,3%,0%,13%,-1,-4%
COc1ccccc1C(C#N)c1cccc(Cl)n1 (stereo unspecified),0%,-26%,-4,6%,28%,14%,-5,u
Cc1cccn2c(=O)c3cc(C(=O)N4CCN(Cc5ccccc5)CC4)sc3nc12,11%,7%,0,-7%,-11%,6%,0,-9%
COc1ccc(OC)c(CCNC(=O)CCCC(=O)n2ncc3cc(C)ccc32)c1,9%,-9%,13,4%,19%,0%,5,4%
CCOC(=O)/C(C)=N/NC(=O)c1ccc([N+](=O)[O-])cc1,-9%,6%,-19,-17%,-15%,10%,-10,12%
Cc1ccc(C(C(=O)NCc2ccco2)N(C(=O)CNC(=O)c2cccs2)c2ccc(C)cc2)cc1 (stereo unspecified),-5%,10%,-8,8%,-8%,5%,8,1%
CCCn1c(O)c(N=NC(=O)c2cccnc2)c2cc(Br)ccc21,1%,-5%,-6,4%,-11%,-8%,7,-1%

# Arranged by molecular weight (rising): some entries from above.
SMILES,aSyn rescue,FUS suppressor,D3 antag,Abeta yeast res,TDP-43 yeast inh,EPAC2 ag,D3 ag,EPAC2 antagonist
Cc1ccc(S(=O)(=O)NCCCN(C)C)cc1,-12%,-10%,-16,1%,-2%,5%,-7,-3%
COc1ccccc1C(C#N)c1cccc(Cl)n1 (stereo unspecified),0%,-26%,-4,6%,28%,14%,-5,u
CCOC(=O)/C(C)=N/NC(=O)c1ccc([N+](=O)[O-])cc1,-9%,6%,-19,-17%,-15%,10%,-10,12%
O=C(CN1C(=O)S/C(=C\c2cccc(Cl)c2)C1=O)NC1C=CS(=O)(=O)C1 (stereo unspecified),0%,0%,12,1%,19%,-1%,1,-7%

# (more compounds)
SMILES,aSyn rescue,FUS suppressor,D3 antag,Abeta yeast res,TDP-43 yeast inh,EPAC2 ag,D3 ag,EPAC2 antagonist
O=C(Nc1ccccc1C(=O)Nc1ccccn1)c1cc(F)c(F)cc1Cl,-8%,-16%,6,15%,u,22%,5,-1%
Cc1ccsc1/C=C/C1=Cc2c(sc(NC(=O)CSc3n[nH]c(N)n3)c2C#N)C(C)(C)C1,0%,25µM*,5,3%,-19%,3%,-15,5%
COC(=O)C1=C(C)N(c2cccc(OC)c2)C(=O)/C1=C\c1ccco1,11%,23%,6,14%,3%,13%,-12,4%
O=c1[nH]c(N2CCN(c3ccccc3)CC2)nc2c1CCCC2,-1%,2%,50,-5%,-1%,1%,7,3%
CCN(CC)S(=O)(=O)c1cccc(-c2nnc(SCC(=O)NC)n2N)c1,5%,-38%,4,-8%,16%,5%,-4,8%
O=C(NC(C(=O)O)c1ccccc1)c1ccc(S(=O)(=O)N2CCOCC2)cc1 (stereo unspecified),3%,21%,u,8%,-11%,-6%,5,4%
COc1ccc(OCCn2c(C)c(/C=N/n3cnnc3)c3ccccc32)cc1,0%,-13%,14,15%,4%,-11%,2,8%
CCc1c(C)nc2ncnn2c1Nc1ccc(C)c(C)c1,8%,8%,-10,11%,u,6%,3,18%
O=C(Nc1ccncc1)Nc1ccc(Cl)cc1,7%,14%,-3,-12%,-12%,6%,-6,-3%
CCOc1ccccc1Nc1sc(C(=O)c2ccccc2)c(N)c1S(=O)(=O)c1ccc(C)cc1,x,-8%,x,-9%,-8%,x,-1,x
CCOP(=O)(OCC)/C(C#N)=C/c1cc(OC)ccc1OC,0%,-11%,-23,17%,3%,0%,-2,-4%
CCCC(=O)N1CCN(c2ccc(NC(=O)C(C)(C)C)cc2)CC1,7%,-10%,3,6%,-4%,-85%[inhibitor][15.6 µM],1,7%
Cc1ccccc1OCC1Cn2c(nc3c2c(=O)[nH]c(=O)n3C)O1 (stereo unspecified),-12%,3%,7,-5%,-11%,-2%,0,8%
Cc1ccc(-n2nc3c(=O)n(CCCC(=O)NCc4ccccc4C)nc(C)c3c2C)cc1,-8%,5%&21%,-11,-11%&-9%,-11%&7%,-2%,5&-9,-3%
Cc1cccc(C)c1-n1nnnc1C1(Nc2ccccc2)CCCCC1,-3%,x,0,4%,22%,13%,-4,6%
CC(OC(=O)c1ccncc1)C(=O)NC1CCCC1 (stereo unspecified),-1%,-16%,11,-3%,11%,-3%,1,10%
Cn1nc(-c2ccccc2)cc1NC(=O)CCCC(=O)O,7%,15%,6,-8%,-23%,4%,4,21%
O=C1NC2(CCCCO2)CO1 (stereo unspecified),-5%,-35%,0,-6%,-10%,2%,-1,16%
CC(=O)Nc1ccc(/C=C/c2nc(-c3ccccc3O)n[nH]2)cc1,-3%,-4%,11,-12%,-7%,1%,-2,-7%
CC(=O)N1CCOc2cc(S(=O)(=O)NC(C)c3ccccc3)c(Cl)cc21 (stereo unspecified),u,0%&7%,-61*,-16%&-21%,-20%&-21%,2%,-15&-20,3%
CCn1nc(C(=O)OCC(=O)N(CCC#N)c2ccccc2)c2ccccc2c1=O,-1%,x,1,4%,-9%,0%,9,2%
Cc1cc(NC(=O)c2ccc(C)c(C)c2)no1,-1%,-18%,14,7%,5%,2%,2,4%
CS(=O)(=O)N(CCc1ccccc1)CC(=O)NCc1ccncc1,3%,-7%,8,13%,10%,7%,1,-2%
CCOc1ccc(CC(=O)N2CCc3cc(OC)c(OC)cc3C2COc2ccc3c(C)cc(=O)oc3c2)cc1 (stereo unspecified),x,-6%,x,-12%,7%,x,2,x

# Single values from above:
# For EPAC2 ag, CC(=O)N1CCOc2cc(S(=O)(=O)NC(C)c3ccccc3)c(Cl)cc21 (stereo unspecified) reads 2%
# For EPAC2 antagonist, CCn1nc(C(=O)OCC(=O)N(CCC#N)c2ccccc2)c2ccccc2c1=O reads 2%
# For aSyn rescue, CC(=O)Nc1ccc(/C=C/c2nc(-c3ccccc3O)n[nH]2)cc1 reads -3%
# For Abeta yeast res, Cn1nc(-c2ccccc2)cc1NC(=O)CCCC(=O)O reads -8%

# (continued)
SMILES,aSyn rescue,FUS suppressor,D3 antag,Abeta yeast res,TDP-43 yeast inh,EPAC2 ag,D3 ag,EPAC2 antagonist
Cc1ccc(-c2csc(=Nc3ccccc3)n2CCCO)cc1,x,7%,x,-21%,11%,x,3,x
O=C(NN=C1CCCCCC1)c1cn(-c2ccccc2)nc1-c1ccccc1,-9%,28%,-13,-9%,-5%,-2%,-8,-9%
COc1ccccc1C(=O)NCC(c1cccs1)N1CCc2ccccc21 (stereo unspecified),1%,24%,-53*,-16%,29%,-1%,-14,-12%
N#CC(c1cccc(Cl)c1)c1ncc(C(F)(F)F)cc1Cl (stereo unspecified),-2%,-2%,-9,-4%,0%,11%,-6,-20%
Cn1nccc1C(=O)Oc1cccc(/C=N/NC(=O)c2ccccc2O)c1,-3%,-23%,-16,-5%,7%,-9%,-4,10%
O=C1NC(c2ccc(Br)cc2)Nc2sc3c(c21)CCC3 (stereo unspecified),2%,x,2,1%,13%,-3%,0,-2%
COc1ccccc1-n1cnc2cc(C(=O)NCCCN3CCOCC3)ccc21,7%,6%,47,0%,14%,10%,-3,3%
O=[N+]([O-])c1ccc(-c2csc(COc3ccccc3)n2)cc1,-10%,-28%,-5,-2%,0%,9%,-4,3%
C=CCC[C@H](Cc1ccc(F)cc1)C(=O)OC[C@H](Cc1c[nH]c2ccccc12)NC(=O)[C@@H](CC=C)CC(=O)N[C@@H](CO)Cc1ccccc1,-1%,17%,-10,10%,0%,-7%,9,2%
O=C(NCc1ccccc1)C1CCN(c2ncnc3c2nc2n3CCCCC2)CC1,x,-14%,x,-6%,23%,x,1,x
Cc1cccc(-c2nc(S(=O)(=O)c3ccc(Cl)cc3)c(N3CCCCCC3)o2)c1,x,-1%,x,6%,17%,x,6,x
COc1ccc(S(=O)(=O)N2CCN(CCCOc3ccc(F)cc3)CC2)cc1OC,-4%,9%,-12,3%,-10%,9%,-14,-12%
COc1ccccc1C(=O)OCC(=O)Nc1cc(S(=O)(=O)N2CCOCC2)ccc1N1CCCC1,3%,27%,4,10%,7%,-3%,-1,3%
Cc1ccc(C(C)(C)C)cc1S(=O)(=O)N1CCC(C(=O)N2CCN(c3ccc(O)cc3)CC2)CC1,8%,x,u,-53%[inhibitor],2%,3%,-18,-4%
